Screening data deposited in PubChem by several laboratories.
PPC-1+TRAIL kill – compounds killing PPC-1 cancer cells with TRAIL present (potentiator screen, no TRAIL-free arm) | PPC-1 cells + TRAIL, ATPLite viability luminescence | cell killing (% activity), % at 4 µM | 220,000 compounds, 0.41% hits | AID 1443;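 active = cell killing above 50% in the first pass at 4 µM, then a duplicate retest at 5 µM averaging 50% or more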;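 note: plate controls were cells with TRAIL plus DMSO for no effect and medium-only wells lacking cells for full effect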
Furin inh – human furin inhibition; purified furin, fluorogenic substrate cleavage; inhibition, % at 30 µM; P09958; 220,000 compounds, 0.061% hits; AID 463115; in the data active = inhibition above about 25%; note: inactives centre near -15
Calpain2 inh – calpain II (pig) inhibition | purified calpain II, fluorogenic peptide substrate, 30 min | AID 1236 | 220,000 compounds, 0.37% hits | inhibition, % at 16 µM;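 active = inhibition above about 50%, limit read from the data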
Thrombin inh – inhibitors of human thrombin; alpha-thrombin, Boc-VPR-AMC fluorogenic substrate cleavage; inhibition, % at 5 µM; 220,000 compounds, 0.26% hits;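 active = inhibition at or above 40%; inactive = inhibition below 40%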;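 note: 0% = enzyme with no compound and 100% = wells without enzyme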
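Material: human alpha-thrombin protein. Incubation: reaction at ambient temperature. Technique: fluorescence of released AMC, ex 355 nm, em 460 nm. Control set: no-compound enzyme wells and no-enzyme blanks. Also added: Boc-VPR-AMC substrate, 15 µM final. Buffer or medium: pH 7.5 Tris (50 mM) with NaCl 150 mM, Tween 20 0.05%.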
Tb hexokinase – T. brucei hexokinase 1 inhibition | recombinant TbHK1, G6PDH-coupled NADH A340 | inhibition, % at 10 µM | 220,000 compounds, 0.11% hits;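 active = inhibition of 50% or more in the single-dose primary screen; inactive = inhibition below 50%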
Cl transport mod – modulates chloride dependent transport by human KCC2; Q9H2X9; KCC2 cells, thallium flux FluoZin-2 fluorescence; B-score of Tl+ flux slope (higher = more flux/activation; lower = inhibition) at 10 µM; 190,000 compounds, 2.2% hits; AID 1456;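 active = thallium flux slope and its plate-corrected score both differing from the plate sample mean at a set confidence after two filtering rounds, in either direction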;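 note: slope of fluorescence scaled to starting intensity during 10 to 20 s after thallium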
Target sequence (Q9H2X9 whole entry, looked up): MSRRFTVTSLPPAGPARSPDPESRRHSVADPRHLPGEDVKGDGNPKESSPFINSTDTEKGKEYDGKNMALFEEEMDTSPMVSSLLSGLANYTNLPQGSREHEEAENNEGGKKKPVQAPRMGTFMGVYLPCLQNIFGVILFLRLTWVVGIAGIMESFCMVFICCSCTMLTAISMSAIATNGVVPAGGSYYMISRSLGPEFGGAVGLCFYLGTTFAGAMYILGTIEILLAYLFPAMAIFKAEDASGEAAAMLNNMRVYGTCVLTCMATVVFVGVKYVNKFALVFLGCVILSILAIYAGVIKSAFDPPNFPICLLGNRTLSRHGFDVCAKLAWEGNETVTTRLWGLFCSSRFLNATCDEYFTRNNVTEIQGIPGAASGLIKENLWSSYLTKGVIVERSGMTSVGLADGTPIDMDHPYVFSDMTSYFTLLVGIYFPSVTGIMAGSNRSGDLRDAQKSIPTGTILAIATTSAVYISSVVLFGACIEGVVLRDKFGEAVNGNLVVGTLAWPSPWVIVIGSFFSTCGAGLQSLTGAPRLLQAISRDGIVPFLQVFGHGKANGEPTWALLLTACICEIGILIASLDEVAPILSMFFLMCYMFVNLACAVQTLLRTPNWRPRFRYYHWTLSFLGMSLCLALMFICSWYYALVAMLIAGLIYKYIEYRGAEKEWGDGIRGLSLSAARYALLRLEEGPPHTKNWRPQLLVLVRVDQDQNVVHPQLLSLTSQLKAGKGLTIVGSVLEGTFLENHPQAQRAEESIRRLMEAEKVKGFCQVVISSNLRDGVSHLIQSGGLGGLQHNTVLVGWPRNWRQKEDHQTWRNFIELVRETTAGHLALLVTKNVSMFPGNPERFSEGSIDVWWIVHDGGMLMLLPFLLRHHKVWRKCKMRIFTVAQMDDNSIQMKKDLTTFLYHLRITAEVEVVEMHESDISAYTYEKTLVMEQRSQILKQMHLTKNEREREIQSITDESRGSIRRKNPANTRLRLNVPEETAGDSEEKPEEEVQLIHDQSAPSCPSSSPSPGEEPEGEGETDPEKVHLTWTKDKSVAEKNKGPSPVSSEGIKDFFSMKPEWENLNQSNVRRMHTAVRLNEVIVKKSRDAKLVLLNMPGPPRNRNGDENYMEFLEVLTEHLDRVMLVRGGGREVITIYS
zfTRPN1 agonist – activates the zebrafish TRPN1 channel; HEK293 zebrafish TRPN1-YFP, Fluo-8 calcium fluorescence; 100% = response to 87 µM carbachol; activation, % at 3 µM; 220,000 compounds, 0.18% hits;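 active = activation above its plate's cutoff, the mean activation of test wells on that plate plus 3 SD, cut at about 19% in these data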;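 note: 0% = DMSO alone and 100% = 87 µM carbachol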
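Assay system: Zebrafish TRPN1-YFP in HEK293 cells | Incubation: Dye loading 1 h at 37 °C, then 30 min room temperature | Measured by: Kinetic Fluo-8 fluorescence, ex 470-495, em 515-575 nm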
EBV gp42 block – inhibitors of Epstein-Barr virus glycoprotein 42. Q1HVG2. Fluorescence polarization binding assay, mP read-out. inhibition, % (tested at 21.74 µM). 220,000 compounds, 0.42% hits. AID 1085; in the data active = inhibition above about 50%
TRPML3 agonist – activates the human TRPML3 channel | Q8TDD5 | HEK293 TRPML3-YFP, Fluo-8 calcium fluorescence; 100% = the carbachol control signal | activation, % at 3 µM | 220,000 compounds, 0.29% hits;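 active = activation above its plate's cutoff, the mean activation of the plate's test wells plus 3 SD, cut at about 12% in these data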;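 note: 0% = DMSO only wells and 100% = carbachol wells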
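Test system: TRPML3-YFP stable HEK293 cells. Doses: single point at 3 µM. Incubation: dye loading 1 h 37 °C then 30 min ambient, 125 s read. Signal: Fluo-8 calcium dye fluorescence, ex 470-495, em 515-575 nm. Measure: percent activation from peak-to-basal fluorescence ratio, scaled between DMSO and carbachol.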
The depositor's hits bear a star; i = inactive; x = not tested or not shown; [ ] = another dose, or the depositor's remark.

Short keys: A = PPC-1+TRAIL kill; B = Furin inh; C = Calpain2 inh; D = Thrombin inh; E = Tb hexokinase; F = Cl transport mod; G = zfTRPN1 agonist; H = EBV gp42 block; I = TRPML3 agonist
#1 Fc1ccc(-c2nc3nc4ccccc4nc3n2Cc2ccco2)cc1
  A: 6	B: 6	C: -8	D: -6	E: -19	F: -0.97	G: 0.9	H: 5	I: -0.6

#2 Cc1ccc(CNC(=O)C2CC(c3ccc([N+](=O)[O-])cc3)=NO2)cc1 (stereo not drawn)
  A: 10	B: -2[20 µM]	C: -8	D: 1	E: 4	F: -0.025	G: -0.9	H: 0	I: -0.9

#3 Cc1sc2ncnc(SCC(=O)c3ccc4c(c3)OCCO4)c2c1-c1ccccc1
  A: 5	B: -16	C: -3	D: -12	E: 0	F: 0.45	G: -0.2	H: -25	I: 0.3

#4 Cc1nc2c3ccccc3n(Cc3ccccc3F)c2s1
  A: 23	B: 10	C: 30	D: -4	E: 31	F: -0.28	G: -2.5	H: 16	I: -0.1

#5 Nc1cc2c3c(cccc3c1)C(=O)N(CCN1CCCC1)C2=O
  A: 14	B: -6	C: 5	D: -3	E: -28	F: 0.33	G: -0.4	H: 95*	I: 0.9

#6 CC(=Nc1ccccc1)C1=C(O)CSC1=O
  A: 7	B: -18[20 µM]	C: 14	D: 1	E: -12	F: -0.13	G: 0.8	H: 7	I: 0.3

#7 CN(CC(CC(=O)Nc1nncs1)c1ccccc1)S(=O)(=O)c1ccccc1 (stereo not drawn)
  A: 24	B: -31	C: 9	D: -3	E: 2	F: x	G: -0.1	H: 3	I: 0.0

#8 Cc1ccc(C2/C(=C(\O)c3cnn(-c4ccccc4)c3C)C(=O)C(=O)N2CCN(C)C)o1 (stereo not drawn)
  A: x	B: 10	C: 23	D: -3	E: -41	F: 1.2	G: 1.9	H: -16	I: 0.9

#9 S=c1[nH]nc(-c2n[nH]c3c2CCC3)n1/N=C/C=C/c1ccco1
  A: 16	B: -18	C: -8	D: -2	E: -32	F: 0.13	G: -0.8	H: 1	I: 0.3

#10 COc1ccc(CN2CCN(Cc3cccc(OC)c3)C(CCO)C2)cc1 (stereo not drawn)
  A: 4	B: -20	C: -3	D: -5	E: 2	F: x	G: -1.1	H: 0	I: 0.7

#11 COC(=O)C1=C(C)N(c2cccc(C)c2)C(=O)/C1=C\c1cccs1
  A: 18	B: -9[20 µM]	C: 40	D: 13	E: -13	F: -0.73	G: -0.6	H: -3	I: 0.8

#12 COc1cc2nc(CN3CCOCC3)n(CC(=O)NCC(F)(F)F)c(=O)c2cc1OC
  A: 3	B: -12	C: -2	D: -6	E: 0	F: 0.55	G: 2.0	H: -9	I: 0.0

#13 CSCCC(NS(=O)(=O)c1ccc(Cl)c(Cl)c1)C(=O)O (stereo not drawn)
  A: 22	B: -29	C: -22	D: -1	E: 1	F: -0.031	G: 1.4	H: 0	I: -0.4

#14 CCCCCCOC(=O)c1ccc(N)cc1
  A: -7	B: -17	C: -6	D: -5	E: -8	F: x	G: 0.2	H: -13	I: 0.1

#15 O=[N+]([O-])c1ccc(N2CCN(S(=O)(=O)Cc3ccccc3)CC2)cc1N1CCOCC1
  A: 9	B: -17[20 µM]	C: 32	D: -2	E: 5	F: 0.54	G: 2.1	H: -5	I: 0.5

#16 Cc1cccc(C)c1NC(=O)CSc1nnc(-c2ccoc2C)n1CCc1ccccc1
  A: 40	B: -4	C: 34	D: 4	E: 9	F: x	G: 0.1	H: -8	I: 0.8

#17 Cc1ccc2cc(CCNC(=O)c3cccs3)c(=O)[nH]c2c1
  A: 4	B: -12	C: -5	D: -6	E: -7	F: -1.7	G: 0.0	H: -1	I: -0.3

#18 COc1ccc(OC)c(NC(=O)Nc2ccc(Cl)cc2)c1
  A: 4	B: -20[20 µM]	C: 27	D: -1	E: -1	F: -0.027	G: 1.8	H: 10	I: 0.6

#19 Cc1csc(C(C#N)C(=O)c2cc3ccccc3o2)n1 (stereo not drawn)
  A: 34	B: 10	C: 42	D: 3	E: -5	F: -0.02	G: 3.5	H: 2	I: 1.4

#20 COC(=O)C1=C(C)n2nnnc2NC1c1ccc(Cl)cc1 (stereo not drawn)
  A: 8	B: -11[20 µM]	C: -8	D: -3	E: 1	F: x	G: -0.1	H: -6	I: -0.2

#21 CC(=O)C1=C(C)NC(=O)CC1c1ccccc1Cl (stereo not drawn)
  A: 3	B: -10	C: 25	D: 4	E: 8	F: 0.52	G: 0.9	H: -4	I: 0.2

#22 C1COCCNCCOCCOCCOCCN1
  A: 8	B: -23	C: 0	D: -1	E: 2	F: -0.74	G: 1.8	H: -11	I: 0.8

#23 O=C(Nc1nnc(-c2ccccc2)o1)Nc1ccc(F)cc1F
  A: 16	B: -20	C: -14	D: -3	E: 1	F: 3.7	G: 1.0	H: -6	I: 1.4

#24 COc1ccc2oc(C)c(NC(C)=O)c2c1
  A: -15	B: -21	C: 7	D: -2	E: -9	F: -0.17	G: 1.2	H: 4	I: 0.4

#25 CCOC(=O)c1c(NC(=O)C(F)(OC)C(F)(F)F)sc2c1CCN(C)C2 (stereo not drawn)
  A: 23	B: -17	C: -48	D: -1	E: -14	F: -0.67	G: 2.6	H: -26	I: -0.3

#26 CC(NC(=O)c1ccc(N2CCNCC2)c([N+](=O)[O-])c1)C12CC3CC(CC(C3)C1)C2 (stereo not drawn)
  A: 1	B: -21	C: 14	D: 1	E: 3	F: -0.27	G: 9.1	H: -7	I: 1.8

#27 O=C(c1ccc(Cl)cc1)N1C2C=CC(C2)C1(C(F)(F)F)C(F)(F)F (stereo not drawn)
  A: 7	B: -10	C: 24	D: -5	E: -5	F: -0.37	G: -1.5	H: -2	I: 3.6

#28 CC/C(Cc1ccccc1)=N/NC(=O)c1cccc(Br)c1
  A: 2	B: -30	C: 2	D: 1	E: -2	F: 9.2*	G: 1.3	H: -11	I: -0.8

#29 COc1cc(/C=C/C(=O)N2CCN(C)CC2)cc(S(=O)(=O)N2CCc3ccccc32)c1OC
  A: 0	B: -14	C: -5	D: -1	E: -23	F: -0.41	G: 1.2	H: -8	I: 0.4

#30 COC(=O)c1ccccc1NS(=O)(=O)c1ccc(F)cc1
  A: 28	B: -8[20 µM]	C: 13	D: -1	E: -3	F: x	G: -0.2	H: -14	I: -0.1

#31 COCCCN1C(=O)C(O)=C(C(C)=O)C1c1cccc(F)c1 (stereo not drawn)
  A: 0	B: -17	C: 1	D: 2	E: -27	F: x	G: 0.3	H: -21	I: 1.1

#32 Cc1cc2c(c(SCC(=O)NCCc3ccccc3)n1)C(=O)OC2
  A: 9	B: -28[20 µM]	C: 32	D: -1	E: 0	F: -0.92	G: 1.6	H: -4	I: 0.2

#33 COc1ccc2cc(-c3[nH]ncc3CNCCn3nc(C)cc3C)ccc2c1
  A: 1	B: -23	C: -25	D: 0	E: -7	F: 0.84	G: -0.9	H: -9	I: 0.2

#34 CC(=O)Nc1sc2c(c1C(c1ccccc1Cl)N1CCN(CCO)CC1)CCCC2 (stereo not drawn)
  A: 5	B: -17	C: -63	D: -1	E: -8	F: 0.81	G: 2.1	H: -13	I: 1.2

#35 COc1ccc(C(=O)Nc2cc(-c3nn4c(C)nnc4s3)ccc2C)cc1
  A: 20	B: -30	C: 10	D: 9	E: -11	F: -0.0091	G: 0.4	H: -20	I: 0.3

#36 COc1cccc(OCCn2c(C)c(/C=N/n3cnnc3)c3ccccc32)c1
  A: 23	B: -30	C: -20	D: 4	E: -8	F: 0.44	G: 1.6	H: -19	I: -0.6

#37 CC(C)(C)C(=O)Nc1cccc(-c2nc3ccccc3[nH]2)c1
  A: 13	B: -14[20 µM]	C: -8	D: -3	E: -6	F: x	G: 3.0	H: -20	I: 1.4

#38 O=C(c1cccc(S(=O)(=O)N2CCOCC2)c1)N1CCN(Cc2ccc3c(c2)OCO3)CC1
  A: 31	B: -22	C: -21	D: -1	E: -2	F: 0.018	G: 1.4	H: -7	I: 1.4

#39 COCCCNS(=O)(=O)c1ccc(Oc2ncc(C(F)(F)F)cc2Cl)cc1
  A: 13	B: -20[20 µM]	C: -29	D: 2	E: -4	F: x	G: 3.7	H: -4	I: -0.4

#40 Cn1c(C(=O)N2CCC(C(=O)N3CCOCC3)CC2)cc2sccc21
  A: -2	B: -15	C: 7	D: -10	E: 1	F: x	G: 1.6	H: 5	I: 0.4

#41 CCn1c(CCCCc2n[nH]c(=S)n2CC)n[nH]c1=S
  A: 15	B: -25	C: -15	D: 0	E: -11	F: -0.1	G: 0.5	H: -7	I: 0.5

#42 C#CCNC(=O)C1=C[C@@H](c2coc3ccccc3c2=O)[C@H](CCCO)[C@@H](OCC)O1
  A: 12	B: -24	C: -15	D: -6	E: -9	F: 0.51	G: 0.4	H: -6	I: 0.1

#43 Cc1cc2c(NS(=O)(=O)c3ccc(F)cc3)cccc2nn1
  A: 7	B: -8	C: 7	D: -7	E: -14	F: 0.11	G: 0.6	H: -9	I: 0.9

#44 O=C(Nc1ccc2c(c1)OCCO2)c1ccccc1F
  A: 28[5 µM]	B: -21	C: 19	D: 6	E: 3	F: x	G: 1.1	H: -33	I: 0.5

#45 CCOC(=O)N1CCN(S(=O)(=O)c2ccc(OCC)c(C)c2)CC1
  A: 3	B: -13[20 µM]	C: -4	D: -6	E: 5	F: -0.15	G: -2.2	H: -7	I: 0.2

Part of the list above in order of molar mass, highest first.
Short keys: A = PPC-1+TRAIL kill; B = Furin inh; C = Calpain2 inh; D = Thrombin inh; E = Tb hexokinase; F = Cl transport mod; G = zfTRPN1 agonist; H = EBV gp42 block; I = TRPML3 agonist
#39 COCCCNS(=O)(=O)c1ccc(Oc2ncc(C(F)(F)F)cc2Cl)cc1
  A: 13	B: -20[20 µM]	C: -29	D: 2	E: -4	F: x	G: 3.7	H: -4	I: -0.4

#42 C#CCNC(=O)C1=C[C@@H](c2coc3ccccc3c2=O)[C@H](CCCO)[C@@H](OCC)O1
  A: 12	B: -24	C: -15	D: -6	E: -9	F: 0.51	G: 0.4	H: -6	I: 0.1

#27 O=C(c1ccc(Cl)cc1)N1C2C=CC(C2)C1(C(F)(F)F)C(F)(F)F (stereo not drawn)
  A: 7	B: -10	C: 24	D: -5	E: -5	F: -0.37	G: -1.5	H: -2	I: 3.6

(list continues)
Short keys: A = PPC-1+TRAIL kill; B = Furin inh; C = Calpain2 inh; D = Thrombin inh; E = Tb hexokinase; F = Cl transport mod; G = zfTRPN1 agonist; H = EBV gp42 block; I = TRPML3 agonist
#46 N#Cc1cccc(NC(=O)NCCc2c[nH]c3ccccc23)c1
  A: -8	B: -4	C: 24	D: 7	E: 4	F: -1.8	G: 1.7	H: -2	I: -0.1

#47 CC(=O)/C=C(\C)Nc1ccc(-c2cnc(-c3ccccc3)o2)cc1
  A: 14	B: -39	C: i	D: -4	E: -15	F: x	G: -0.4	H: -12	I: -0.3

#48 O=[N+]([O-])C(/C=C(/Cl)[N+](=O)[O-])=C(N1CCCCC1)N1CCCCC1
  A: 10	B: 0	C: -6	D: 1	E: -15	F: -1.1	G: 0.0	H: -102	I: -0.1

#49 O=C(CN(CCCN1CCOCC1)C(=O)Cn1nnc(-c2ccc(F)cc2)n1)NC1CCCCC1
  A: -2	B: 4	C: -26	D: -7	E: -8	F: 0.82	G: 0.2	H: -14	I: 0.8

The order is random; any-hit rate near 3.6%.
